Tb PFK block = T. brucei PFK enzyme inhibition. O15648. T. brucei PFK, ADP-Glo luminescence. Potency, µM (highest dose often 57.5 µM), for the others: at the top dose activity, negative = inhibition, actives largely listed as inhibitors. actives 0.17% (n = 330,000). AID 485367;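 further: potency means the concentration at half of the fitted maximal effect; 0% = uninhibited 1x PFK enzyme wells and -100% = no-enzyme wells; nearly all actives have a fitted effect of over 60% in size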
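Compounds were pin-transferred as a titration series up to 57 uM into substrate buffer (0.5 mM F6P, 0.1 mM ATP, pH 8.0), then 1.25 nM PFK was added and reactions ran 45 min before ADP-Glo detection.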
MLL CXXC-DNA inh = inhibitors of human MLL CXXC domain-DNA interaction. Potency, µM (doses to about 115 µM), without a hit: at the top dose activity change, negative = inhibition, most hits filed as inhibitors. MLL-CXXC / FITC-HOXA9 DNA fluorescence polarization. actives 0.037% (n = 290,000). Q03164; active means well fitted inhibition curve with a large enough effect in the polarisation, with a control signal flat, not every such curve was filed as active; inconclusive means small, poorly fitted or top-dose-only effect, or effect the other way, or a change in a side signal; inactive means no such curve, though single readings can be large or run the other way; the % refers to the polarisation; further: potency means the concentration at half of the fitted maximal effect
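Purified MLL-CXXC (added from a 7 uM solution) was preincubated 5 min at ambient with pinned compounds in 50 mM Tris-HCl pH 7.5, 50 mM NaCl, 1 mM DTT, 0.05% BSA. Fluorescein-labeled HOX-A9 DNA (50 nM solution) followed, 30 min, then polarization read.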
TSHR antag = human thyrotropin receptor antagonism; TSHR-expressing cells, TSH-stimulated cAMP HTRF, 2 h; hits give low values; activity change, negative = inhibition, % at 11.5 µM; AID 504810; actives 0.2% (n = 330,000); P16473;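 active means activity change below a set negative limit, meaning inhibition stronger than a set level, cut at about -70% in these data; inconclusive means activity change between two set negative limits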; further: on the % scale 0 is the no-effect control and ±100 the full control effect
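Cell-based HTRF cAMP assay; TSHR cells + compound, TSH EC80 (4nM final), 2 h, 37 deg C. Lysis with anti-cAMP cryptate and cAMP-d2, 30 min RT, read 665/620 nm.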
A-T KAP1 phos = potential ataxia-telangiectasia treatments restoring KAP-1 phosphorylation. Potency, µM (titrated, usually from 57.5 µM), for inactives: top-dose activation, usual class: activators. actives 0.19% (n = 320,000). […] A-T fibroblasts, KAP-1 phosphorylation AlphaLISA; neocarzinostatin DNA damage 30 min before lysis; further: potency means the concentration at half of the fitted maximal effect; % of control where 0% means no effect; nearly all actives have a fitted effect of over 45% in size
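ATM-like activity read as KAP-1 phosphorylation via AlphaLISA donor/acceptor antibody pairs after lysis and 6 hr at 25C. Cells were ATM-null patient fibroblasts ([…], hTERT), dosed 60 min, then exposed to the DSB inducer NCS for 30 min.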
Giardia kill = Giardia lamblia killing. AID 540267. activity change, % at 7.66 µM, hits read low. Giardia lamblia trophozoite viability. actives 0.15% (n = 340,000); in the data active means activity change below about -80%; inconclusive means between about -30% and that limit;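 further: parasites exposed to compound for two days anaerobically before the ATP read; on the % scale 0 is the no-effect control and ±100 the full control effect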
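ATP-content bioluminescence gauges trophozoite survival. Cells (100/well) receive compound and incubate anaerobically for 48 hrs at 37 deg C; detection reagent follows for 15-30 min at room temperature.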
FBPA coupling cs = counter-screen for Giardia aldolase inhibitors: coupling enzyme system; coupling enzyme system counterscreen, AmpLite Red fluorescence; activity change, negative = inhibition, % at 58.2 µM, hits read low; actives 0.67% (n = 290,000); in the data active means activity change below about -30%; further: on the % scale 0 is the no-effect control and ±100 the full control effect
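Compounds tested against the coupling enzymes alone at 57.5 uM final; readout was AmpLite Red fluorescence (525/598 nm) after 20 min at RT.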
KCNH2 WT inh = KCNH2 (human, wildtype) channel inhibition | activity change, % at 1.84 µM | actives 0.37% (n = 340,000) | Q12809 | U2OS, BacMam KCNH2, thallium flux FluxOr; hits give low values;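 active means maximum activity change below -70%; inconclusive means maximum activity change between -70% and -50%; inactive means maximum activity change above -50%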; further: on the % scale 0 is the no-effect control and ±100 the full control effect
Target sequence (Q12809 whole entry, looked up): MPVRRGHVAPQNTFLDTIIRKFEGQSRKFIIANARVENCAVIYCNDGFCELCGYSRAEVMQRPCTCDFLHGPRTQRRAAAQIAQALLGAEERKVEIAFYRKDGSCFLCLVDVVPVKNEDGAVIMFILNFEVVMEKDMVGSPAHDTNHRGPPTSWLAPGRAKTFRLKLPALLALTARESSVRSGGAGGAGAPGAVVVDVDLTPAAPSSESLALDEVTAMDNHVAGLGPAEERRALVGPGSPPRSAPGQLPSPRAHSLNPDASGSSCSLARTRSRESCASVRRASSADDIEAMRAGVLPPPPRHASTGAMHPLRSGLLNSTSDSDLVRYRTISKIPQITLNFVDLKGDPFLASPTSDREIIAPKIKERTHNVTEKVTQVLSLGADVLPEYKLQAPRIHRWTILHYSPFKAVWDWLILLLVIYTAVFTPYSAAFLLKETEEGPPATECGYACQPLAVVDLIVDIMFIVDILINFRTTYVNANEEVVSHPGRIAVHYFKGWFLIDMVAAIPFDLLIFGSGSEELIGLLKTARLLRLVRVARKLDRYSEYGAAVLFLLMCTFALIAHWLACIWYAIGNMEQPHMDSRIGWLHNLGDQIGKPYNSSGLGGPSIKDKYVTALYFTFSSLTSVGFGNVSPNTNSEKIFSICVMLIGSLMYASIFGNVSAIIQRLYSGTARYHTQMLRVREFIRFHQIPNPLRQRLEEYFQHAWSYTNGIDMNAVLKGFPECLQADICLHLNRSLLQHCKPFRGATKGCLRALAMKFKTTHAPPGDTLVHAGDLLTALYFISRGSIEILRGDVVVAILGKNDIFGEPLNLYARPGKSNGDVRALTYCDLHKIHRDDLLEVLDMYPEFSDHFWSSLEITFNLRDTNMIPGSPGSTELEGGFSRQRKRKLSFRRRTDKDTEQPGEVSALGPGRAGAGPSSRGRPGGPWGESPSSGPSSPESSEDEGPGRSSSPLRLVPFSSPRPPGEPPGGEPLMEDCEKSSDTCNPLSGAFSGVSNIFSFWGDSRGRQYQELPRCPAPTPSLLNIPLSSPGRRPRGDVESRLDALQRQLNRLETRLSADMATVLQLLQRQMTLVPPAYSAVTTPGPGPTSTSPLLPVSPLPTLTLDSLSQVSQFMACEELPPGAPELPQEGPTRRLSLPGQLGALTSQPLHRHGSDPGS
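U2OS cells transduced with wild-type KCNH2 virus are loaded with FluxOr dye for 45 min, and thallium flux is measured in kinetic reads before and after stimulation buffer. Rate constants are normalized to DMSO controls.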
GALK inh = inhibitors of human galactokinase; P51570; actives 0.007% (n = 270,000); Purified GALK, Kinase-Glo residual ATP luminescence; Potency, µM (doses to about 57.5 µM), for the others: at the top dose activity change, negative = inhibition, usual class: inhibitors; further: potency means the concentration at half of the fitted maximal effect; on the % scale 0 is the no-effect control and ±100 the full control effect
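Luminescence from leftover ATP (Ultra-Glo luciferase/luciferin) served as read-out after a 1 h room-temperature reaction of 5 nM GALK with 35 uM ATP and 100 uM galactose.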
Chronic BCR inh = inhibitors of chronic active B-cell receptor signaling; ABC-DLBCL IkBa-CBG/CBR reporter, luminescence ratio, 4 h; Potency, µM (highest dose often 46.1 µM), for the others: at the highest dose ratio change, negative = lower green/red ratio, most hits filed as inhibitors; actives 0.05% (n = 340,000); AID 493014; active means well fitted inhibition curve with a large enough effect in the signal ratio, with a control signal flat, not every such curve was filed as active; inconclusive means small, poorly fitted or top-dose-only effect, or effect the other way, or a change in a side signal; the % refers to the signal ratio;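 further: potency means the concentration at half of the fitted maximal effect; plate controls were basal doxycycline-induced cells for no effect and cells given 10 µM MG132 for full effect; MG132 reads +100%, hits lower the ratio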
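Compounds up to 46 uM were incubated four hours with TMD8 cells whose green CBG68 luciferase is fused to IkappaBalpha; red CBR luminescence normalised the signal, and concentration-effect curves were fitted to fusion, red and ratio data.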
TCR act = T cell receptor activation; primary human leukocytes, anti-CD3, IL-2 HTRF, 48 h; Potency, µM (doses to about 9.22 µM), for the others: at the top dose activation of IL-2 secretion, most hits filed as activators; 330,000 tested, under 10 active; further: % of control where 0% means no effect
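Primary human leukocytes were stimulated with a-CD3 beads plus compounds for 48 hr without co-stimulation; secreted IL-2 was quantified by HTRF using a-IL-2-K (europium cryptate) and a-IL-2-d2, excited at 320nm with acceptor emission read at 665nm.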
* marks the source's active call; other numbers are inactive results; u = inconclusive; x = no result given; & = joins results of further samples; [ ] = another dose, or the depositor's remark. Unless noted, the call rests on the fitted dose curve; in most records, active means well fitted curve in the direction sought with a large enough effect; inconclusive means small, poorly fitted or top-dose-only effect, or another doubt; inactive means no such curve, though single readings can be large; an effect the other way counts as inactive or inconclusive. Outcome played no part in choosing rows, and some 1.6% of all compounds hit somewhere here.

SMILES	Tb PFK block	MLL CXXC-DNA inh	TSHR antag	A-T KAP1 phos	Giardia kill	FBPA coupling cs	KCNH2 WT inh	GALK inh	Chronic BCR inh	TCR act
COC(=O)C1=C(C)NC(C)=C(C(=O)OC)C1c1cc2ccc(C)cc2[nH]c1=O	-2.9%	0.5%	13.7	-0.7%	5.8	1.7	-1.5	2.4%	-8.6%	x
CCC(C)[C@H](NC(=O)NCCCn1ccnc1)C(=O)OC (some centres not stated)	-3.4%	-4.1%	-3.7	1.8%	-0.8	1.0	-3.6	-3.2%	0.3%	8.5%[46.1 µM]
O=C(CC12CC3CC(C1)CC(CC(=O)N1CCCC1)(C3)C2)N1CCCC1	2.5%	4.1%	-3.9	5.7%	-27.4	0.4	-17.1	2.8%	3.5%	-1.3%
Oc1ccc(-c2nccc(-c3ccc(F)cc3)n2)cc1	7.7%	48.5%[activator]	11.1	u	-4.0	2.4	-7.4	-1.3%	6.4%	-1.3%
COC1=CCC2([N+](=O)[O-])CN(CCO)CC1([N+](=O)[O-])C2 (configuration not stated)	7.3%	-3.6%	-35.0	-6.4%	1.0	0.9	0.7	-3.5%	1.5%	13.8%[46.1 µM]
O=C(Nc1cccc(Cl)c1)c1ccc(F)c(S(=O)(=O)NCc2ccc3c(c2)OCO3)c1	0.4%	0.7%	-7.6	2.4%	-2.6	2.9	5.1	x	u	1.5%
COc1ccc2nc(NC(=O)c3ccoc3C)sc2c1	-20.4%	24.5%	12.9	-4.1%	-17.2	0.6	63.4	9.9%	u	x
CC1=C(C(=O)OCC2CCCCC2)C(c2ccc(O)cc2)NC(=O)N1 (configuration not stated)	-3.2%	7.0%	9.6	5.9%	9.2	1.4	-16.4	1.2%	-15.9%	2.3%
C=CCNC(=O)C(=O)NN=C1CCN(C)CC1	-1.0%	-2.9%	5.2	1.5%	-5.8	0.1	-8.0	-2.8%	u	-4.3%
N#Cc1c(NC(=O)c2cccc(S(=O)(=O)Nc3ccc(C(=O)O)cc3)c2)sc2c1CCCC2	14.6%	-7.3%	0.6	6.3%	1.4	1.0	0.4	-25.5%	u	1.0%
CC1(C)Cc2c(c(N3CCCC3)nc3sc4c(N5CCNCC5)ncnc4c23)CO1	-3.8%	0.0%	3.8	-1.4%	12.8	0.6	-4.5	0.6%	u	0.6%
Cc1cccc(NC(=O)CCc2ccc(C)o2)c1	-3.4%	-4.7%	4.8	-0.9%	2.6	0.1	-17.5	-3.1%	u	-4.3%
Cc1ccc(S(=O)(=O)Cn2nnnc2C(C)N2CCN(C(=O)c3ccco3)CC2)cc1 (configuration not stated)	-3.4%	4.0%	-9.3	0.3%	-6.0	2.9	-7.7	0.9%	0.7%	x
CCn1c([N+](=O)[O-])nc2c1c(=O)[nH]c(=O)n2C	-0.4%	-1.4%	-2.7	-2.3%	-0.8	-38.1*	x	0.8%	u	-13.8%
O=C(c1ccc(=O)[nH]c1)N(Cc1ccco1)C1(C(=O)NC2CCCCC2)CCCCC1	-0.6%	-5.7%	3.3	6.6%	6.1	-1.2	-8.7	-0.2%	1.0%	12.2%
Cc1nc(NC(=O)CN2CCOCC2)sc1C(=O)N(C)C	0.4%	13.3%	46.5	1.3%	8.6	3.0	-14.8	-5.4%	3.4%	x
O=c1[nH]c2cc3c(cc2cc1CN(Cc1cccnc1)Cc1nnnn1Cc1ccco1)OCCO3	u	-11.5%	-10.2	-1.6%	-7.1	-13.4	-3.9	-1.9%	u	x
Cc1cccn2c(=O)c3cc(C(=O)NCCCN4CCCC4=O)n(C)c3nc12	0.8%	-0.9%	-2.1	29.1%	9.9	-6.9	4.5	-2.4%	3.8%	0.6%
CC(C)(C)C#CC(CCc1ccccc1)OS(N)(=O)=O (configuration not stated)	3.7%	0.0%	-41.7	18.6%	x	-0.1	x	x	7.5%	x
CN(C)CCC(=O)NCC1OCCc2ccccc21 (configuration not stated)	-2.1%	1.3%	0.0	x	5.6	1.6	-22.2	2.6%	-7.2%	0.9%
COc1ccc(S(=O)(=O)N2CCC(C(=O)NC3CCCC3)CC2)cc1OC	4.4%	4.0%	-2.0	8.6%	-14.3	x	-3.8	-3.7%	0.3%	0.1%
O=C(Nc1cccc(C(=O)O)c1)/C(=C/c1ccc2c(c1)OCO2)NC(=O)c1cccc(Br)c1	9.6%	-7.2%	5.1	3.5%	0.7	31.0	0.7	0.2%	12.7%	-110.3%
CC1CCCN(C(=S)NCCc2ccccc2)C1 (configuration not stated)	-2.5%	3.9%	18.7	0.8%	-2.0	0.1	-3.0	-2.9%	1.9%	-21.4%
O=C(CC1OC(=O)c2ccccc21)c1ccco1 (configuration not stated)	6.9%	-18.7%	0.7	8.8%	-26.2	4.2	15.4	0.7%	-2.1%	-3.7%
COc1ccc(C(=O)NCC(C)CN(C)C)cc1 (configuration not stated)	-12.8%	8.1%	9.3	4.5%	-3.5	8.5	-42.0	0.2%	1.0%	-0.1%

Sorted by value in TCR act (high to low): three from the list above.
| SMILES | Tb PFK block | MLL CXXC-DNA inh | TSHR antag | GALK inh | TCR act |
| --- | --- | --- | --- | --- | --- |
| CC1(C)Cc2c(c(N3CCCC3)nc3sc4c(N5CCNCC5)ncnc4c23)CO1 | -3.8% | 0.0% | 3.8 | 0.6% | 0.6% |
| Oc1ccc(-c2nccc(-c3ccc(F)cc3)n2)cc1 | 7.7% | 48.5%[activator] | 11.1 | -1.3% | -1.3% |
| CCn1c([N+](=O)[O-])nc2c1c(=O)[nH]c(=O)n2C | -0.4% | -1.4% | -2.7 | 0.8% | -13.8% |

Continuation.
SMILES	Tb PFK block	MLL CXXC-DNA inh	TSHR antag	A-T KAP1 phos	Giardia kill	FBPA coupling cs	KCNH2 WT inh	GALK inh	Chronic BCR inh	TCR act
CCOCCCNC(=O)C(NC(=O)c1cnccn1)c1ccc(C)cc1 (configuration not stated)	0.5%	-8.4%	1.9	-1.3%	6.5	1.8	-2.3	-2.7%	-25.3%	x
CC(Sc1nnnn1-c1cccc(F)c1)C(=O)NC1CCCC1 (configuration not stated)	-3.1%	x	6.3	16.1%	-11.4	x	-0.8	x	3.8%	3.4%
CCN(CC)S(=O)(=O)c1ccc(N2CCOCC2)c(NC(=O)c2cc([N+](=O)[O-])ccc2Cl)c1	-0.5%	-3.3%	0.0	-2.5%	21.8	-6.2	-4.8	1.0%	-1.1%	-3.5%
CC1(O)CC(c2ccc(Cl)cc2)=NN1C(=O)c1ccc([N+](=O)[O-])cc1 (configuration not stated)	3.8%	2.7%	2.8	1.2%	-6.3	2.1	-13.0	13.5%	u	1.0%
N#Cc1c(SCC(=O)Nc2ccccc2)nsc1SCC(=O)Nc1ccccc1	2.8%	14.2%	-8.7	1.5%	10.8	-0.5	-17.9	0.5%	3.6%	2.6%[46.1 µM]
CCSc1cc(N2CCCC2)nc(-c2ccccc2Cl)n1	0.0%	-7.3%	-10.7	16.7%	1.2	3.5	-7.7	2.8%	5.3%	-2.4%[46.1 µM]
C=CCN1C(=O)c2cccc3c(N4CCCCC4)ccc(c23)C1=O	-6.6%	u	-11.6	13.8%	11.1	-0.1	-8.6	-0.2%	21.1%	-4.0%
C1COCCNCCOCCOCCOCCN1	-0.2%	-1.4%	-3.9	-1.2%	-0.3	3.3	0.6	x	-2.1%	-2.3%[46.1 µM]
O=S(=O)(NCc1ccco1)c1ccccc1Br	-22.8%	24.5%	-3.2	0.0%	14.5&-21.1	-4.0&0.4	3.7	-0.9%	-0.1%	10.5%
Cc1cccc(NS(=O)(=O)c2ccc3c(c2)CCN3C(=O)CCC(=O)O)c1	-0.6%	u	-1.7	0.0%	-4.8	2.5	-24.6	0.7%	0.1%	2.9%
CCOC(=O)C1=C(COC(=O)/C=C/c2ccc(O)c(OC)c2)NC(=O)NC1C (configuration not stated)	-2.5%	x	-3.9	-8.5%	-25.5	x	4.1	x	u	4.9%
O=C(NC1CCCCC1)n1c(=O)oc2cc(S(=O)(=O)N3CCCCC3)ccc21	1.4%	-3.3%	7.0	-8.9%	2.9	12.4	-13.3	10.4%	-0.1%	-5.5%
Cn1c(=O)c2c(ncn2CCCNC2=CC(C)(C)CC(=O)C2)n(C)c1=O	8.4%	-3.4%	-6.2	-7.2%	x	0.3	x	0.1%	-9.9%	x
COc1ccc(CN2CCNC(=O)C2CC(=O)N2CCCN(C(C)=O)CC2)cc1OC (configuration not stated)	-3.7%	2.5%	16.4	-0.6%	10.1	-4.2	0.1	8.9%	2.2%	-3.1%
O=C(CCS(=O)(=O)c1ccc(Br)cc1)Nc1ccc(Cl)cc1F	0.3%	15.4%	1.5	4.0%	-19.1	2.7	-5.1	0.0%	0.6%	-2.8%[46.1 µM]

Screening results: PubChem BioAssay, National Center for Advancing Translational Sciences (NCATS)
